Bioassay records: PubChem, National Center for Advancing Translational Sciences (NCATS)
BRCA1 expr up: activators of BRCA1 expression | MCF7-BRCA1-FFLuc reporter, luminescence, 48 h; response scale: scaled: vehicle 0%, 10 µM genistein 100% | Potency, µM (titrated, usually from 46.1 µM), for the others: at the top dose activation, hits mostly activators | 1.1% of 380,000 active | AID 624202; note: potency is the fitted concentration of half-maximal effect; nearly all actives have a fitted effect of over 80% in size; some results filed as inactive show a strong effect at the top dose
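MCF7-BRCA1-FFLuc cells, 2000/well in phenol-red-free MEM, attached 2 h then treated 48 h at 37 C. Luciferase luminescence read 15 min after reagent; normalized to genistein maximum activation (10microM) and DMSO, concentration-response fitted.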
Rab9 prom act: activators of Rab9 promoter | 2.8% of 320,000 active | Potency, µM (top dose mostly 9.22 µM), inactives show at the top dose activation, negative = inhibition, actives largely listed as activators | Huh7 Rab9 promoter-luciferase reporter, luminescence, 24 h; note: potency is the fitted concentration of half-maximal effect; % of control where 0% means no effect; nearly all actives have a fitted effect of over 60% in size
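Promoter activation is measured as luciferase luminescence in Huh7 cells stably transfected with a Rab9 promoter–luciferase construct, following 24 h compound exposure at 37 °C and 10 min reagent incubation at ambient temperature.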
RORg inh: ROR gamma (mouse) transcription inhibition. P51450. Drosophila S2 Gal4-RORgamma UAS-luciferase reporter, 20 h. Potency, µM (titrated, usually from 53.6 µM), inactives show at the top dose activity change, negative = inhibition, usual class: inhibitors. 5.4% of 310,000 active; note: potency is the fitted concentration of half-maximal effect; % is set by controls: 0 for no effect and ±100 for the full control effect; nearly all actives have a fitted effect of over 60% in size
Target sequence (P51450 whole entry, looked up, the tested form may be a part): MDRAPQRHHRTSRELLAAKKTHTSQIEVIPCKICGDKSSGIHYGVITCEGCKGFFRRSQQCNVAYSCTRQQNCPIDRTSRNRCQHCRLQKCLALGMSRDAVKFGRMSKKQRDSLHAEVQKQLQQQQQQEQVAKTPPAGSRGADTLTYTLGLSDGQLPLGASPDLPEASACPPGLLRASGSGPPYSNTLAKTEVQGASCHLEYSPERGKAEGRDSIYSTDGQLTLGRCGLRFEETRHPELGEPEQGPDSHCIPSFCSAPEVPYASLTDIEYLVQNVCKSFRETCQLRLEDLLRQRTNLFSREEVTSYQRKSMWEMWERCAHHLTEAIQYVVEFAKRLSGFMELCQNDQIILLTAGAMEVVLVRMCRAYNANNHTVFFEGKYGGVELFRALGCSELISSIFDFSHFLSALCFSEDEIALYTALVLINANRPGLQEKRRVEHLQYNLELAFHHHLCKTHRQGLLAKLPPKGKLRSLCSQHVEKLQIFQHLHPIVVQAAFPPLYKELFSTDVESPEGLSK
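In this cell-based reporter format, copper sulfate (700 uM final) drives Gal4–ROR gamma fusion expression from a metallothionein promoter in Drosophila Schneider cells; compounds preincubated 1 hr, reporter read after 20 hr at ambient temperature.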
p53 reactivator: re-activators of mutant p53; H1299 p53-A138V BP100-luciferase reporter, luminescence, 24 h; Potency, µM (highest dose often 92.2 µM), for inactives: at the top dose activity change, positive = activation, usual class: activators; 0.063% of 320,000 active; AID 504706; note: potency is the fitted concentration of half-maximal effect; % of control where 0% means no effect; nearly all actives have a fitted effect of over 45% in size
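p53-null H1299 cells stably carrying temperature-sensitive p53-A138V and a BP100-luciferase reporter were pinned with compounds (4-point, 1:5 series) and held 24 hrs at 37 deg C. Luminescence was read 10 min after detection reagent.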
Menin MLL FP TR: menin-MLL binding inhibition, Texas Red mutant peptide | O00255 | Menin + Texas Red MLL mutant peptide, fluorescence polarization | Potency, µM (highest dose often 61.6 µM), inactives show at the top dose FP activity change, negative = inhibition, usual class: inhibitors | 0.23% of 270,000 active | AID 1768; active = well fitted inhibition curve with a large enough effect in the polarisation, with a control signal flat, not every such curve was filed as active; inconclusive = small, poorly fitted or top-dose-only effect, or effect the other way, or a change in a side signal; inactive = no such curve, though single readings can be large or run the other way; the % refers to the polarisation; note: potency is the fitted concentration of half-maximal effect; % of control where 0% means no effect; many of its hits are not listed in these tables
PKM2 activator: increases activity of human pyruvate kinase M2; AID 1631; 0.34% of 260,000 active; purified PKM2, Kinase-Glo ATP luminescence, activation; response scale: 0% is enzyme alone, no compound; P14618; Potency, µM (series often up to 57.5 µM), for inactives: at the top dose activation, usual class: activators; note: potency is the fitted concentration of half-maximal effect; % is set by controls: 0 for no effect and ±100 for the full control effect; nearly all actives have a fitted effect of over 55% in size
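ATP formation by purified human PK-M2, quantified via coupled luciferase luminescence after 1 h at room temperature with 0.1 mM ADP and 0.5 mM PEP final.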
Giardia kill: Giardia lamblia killing; activity change, % at 7.66 µM, hits read low; 0.15% of 340,000 active; Giardia lamblia trophozoite viability; in the data active = activity change below about -80%; inconclusive = between about -30% and that limit;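 note: parasites exposed to compound for two days anaerobically before the ATP read; % is set by controls: 0 for no effect and ±100 for the full control effect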
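Luminescence from cellular ATP indicates surviving trophozoites (100 cells/well) following 48 hrs anaerobic compound treatment at 37 deg C; signal develops 15-30 min at room temperature.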
FLuc counter: firefly luciferase modulation, counter-screen for miR-21 project; purified FLuc, Km substrates, luminescence inhibition; Potency, µM (titrated, usually from 57.5 µM), without a hit: at the highest dose activity change, negative = inhibition, actives largely listed as inhibitors; 6.9% of 360,000 active; AID 588342;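 note: potency is the fitted concentration of half-maximal effect; plate controls were vehicle for no effect and reference inhibitor for full effect; nearly all actives have a fitted effect of over 55% in size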
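Purified P. pyralis luciferase (10nM final) with 10uM D-luciferin and 10uM ATP (Km levels) in 50mM Tris acetate pH 7.5, 10mM Mg acetate, 0.01% Tween-20, 0.05% BSA; qHTS 6-point titration, ~60 µM downward; luminescence read.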
Gal4-VP16 FLuc: inhibits Gal4-VP16 luciferase reporter, ROR gamma counter-screen. Potency, µM (doses to about 53.6 µM), for inactives: at the top dose activity, negative = inhibition, usual class: inhibitors. Drosophila S2 Gal4-VP16 UAS-luciferase, luminescence, 20 h. 3.5% of 310,000 active;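 note: Gal4-VP16 expression switched on by copper sulfate through the metallothionein promoter; potency is the fitted concentration of half-maximal effect; % is set by controls: 0 for no effect and ±100 for the full control effect; nearly all actives have a fitted effect of over 50% in size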
ELG1 genotox: genotoxicity induction in ELG1-luciferase HEK293T cells | HEK293T ELG1-luciferase reporter, luminescence, 16 h | Potency, µM (top dose mostly 46 µM), for inactives: top-dose activity change, positive = activation, usual class: activators | 1.3% of 330,000 active | AID 504466; note: potency is the fitted concentration of half-maximal effect; % of control where 0% means no effect; nearly all actives have a fitted effect of over 60% in size
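Genotoxic stress is detected as increased luminescence from luciferase-tagged ELG1 in HEK293T cells, measured with ONE-Glo after a 16 hr treatment at 37 °C.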
NPC1 promoter act: NPC1 promoter activation | AID 485313 | Potency, µM (highest dose often 9.22 µM), for the others: at the highest dose activation, actives largely listed as activators | 2.4% of 320,000 active | Huh7 NPC1 promoter luciferase reporter, 24 h;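 note: potency is the fitted concentration of half-maximal effect; % of control where 0% means no effect; nearly all actives have a fitted effect of over 60% in size; reporter is driven by a mutant NPC1 promoter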
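Huh7 reporter cells (NPC1 promoter driving luciferase) are dosed with compound for 24 h at 37 °C, 5% CO2; luciferase detection reagent is then added and luminescence measured after 10 min at ambient temperature.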
Active calls of the source: *; ? = inconclusive; . = not tested or not shown; [ ] = another dose, or the depositor's remark. Unless noted, calls come from the whole dose curve; as a rule, active = well fitted curve in the direction sought with a large enough effect; inconclusive = small, poorly fitted or top-dose-only effect, or another doubt; inactive = no such curve, though single readings can be large; an effect the other way counts as inactive or inconclusive.

SMILES	BRCA1 expr up	Rab9 prom act	RORg inh	p53 reactivator	Menin MLL FP TR	PKM2 activator	Giardia kill	FLuc counter	Gal4-VP16 FLuc	ELG1 genotox	NPC1 promoter act
CSCCC(NC(=O)c1ccccc1)C(=O)NCc1ccco1 (configuration not stated)	-2%	-4%	-34%	7%	1%	1%	1	2%	-9%	0%	0%
O=C(CSc1nn(-c2ccc(F)cc2)c(=S)s1)NC1CCS(=O)(=O)C1 (configuration not stated)	0%	-7%	6%	5%	18%	-1%	7	-1%	0%	-5%	-2%
CCCn1c(N)c(NCCN2CCOCC2)c(=O)n(CC(=O)NCc2ccccc2)c1=O	7%	-1%	2%	5%	0%	0%	4	-1%	-2%	2%	-4%
Cc1[nH]n(C(N)=S)c(=O)c1N=Nc1cc(-c2ccc(Br)cc2)[nH]n1	60%	?	1.6µM*	10%	?	1%	-4	1.7µM*	-9%	8%	22%
COc1ccc(C(=O)OCCc2cc3ccccc3c(=O)o2)cc1	13%	-9%	.	30%	.	.	-30	?	.	7%	3%
COc1ccccc1C(=O)NNC(=O)c1cccc([N+](=O)[O-])c1	2%	?	-28%	0%	3%	-4%	-1	19µM*	7%	?	11%
COc1ccc(C(=O)NC(=S)NNC(=O)c2ccc(O)cc2)cc1[N+](=O)[O-]	0%	0%	?	4%	-9%	3%	-15	-13%	?	-3%	0%
O=C(CSc1nc(O)c(-c2ccccc2)c(=O)[nH]1)N1CCOCC1	4%	-3%	-12%	8%	-2%	-3%	-3	-4%	-3%	-4%	-1%
Nc1ccc(S(=O)(=O)Nc2ccccn2)cc1	15%	9%	6%	-2%	-12%	-18%	10	5%	0%	0%	1%
CCc1c(C(=O)O)[nH]c2ccc(Br)cc12	-6%	-1%	3%	-4%	.	-2%	2	-1%	-11%	2%	1%
FC(F)Oc1ccc(NC(=S)NCC2COc3ccccc3O2)cc1 (configuration not stated)	17%	-1%	-12%[10 µM]	4%	36%[activator]	3%	-5	-4%	?	-2%	0%
CCN1CCN(C(=O)c2ccc(COc3cccc(Cl)c3)o2)CC1	-17%	1%	9%	-7%	-17%	0%	-1	2%	-6%	5%	-3%
Cc1ccc(CSC(Nc2ccc(F)cc2)=C(C#N)C#N)cc1	-75%	-25%	?	-3%	9%	11%	13	-3%	25µM*	-6%	-13%
O=C(C(=O)N1CC=C(c2ccccc2)CC1)c1c[nH]c2ccccc12	-18%	-5%	13%	9%	20%	-1%	5	2%	-2%	-4%	0%
O=c1c2ccccc2nc(-c2ccc(F)cc2)n1NCc1ccccc1O	0%	5%	?	-3%	4%	8%	-6	4%	-2%	-8%	-4%

Record cards, from the list above.
Shown for `O=c1c2ccccc2nc(-c2ccc(F)cc2)n1NCc1ccccc1O` → BRCA1 expr up: 0%; Rab9 prom act: 5%; RORg inh: ?; p53 reactivator: -3%; Menin MLL FP TR: 4%; PKM2 activator: 8%; Giardia kill: -6; FLuc counter: 4%; Gal4-VP16 FLuc: -2%; ELG1 genotox: -8%; NPC1 promoter act: -4%
Shown for `Nc1ccc(S(=O)(=O)Nc2ccccn2)cc1` → BRCA1 expr up: 15%; Rab9 prom act: 9%; RORg inh: 6%; p53 reactivator: -2%; Menin MLL FP TR: -12%; PKM2 activator: -18%; Giardia kill: 10; FLuc counter: 5%; Gal4-VP16 FLuc: 0%; ELG1 genotox: 0%; NPC1 promoter act: 1%

Compounds from the list above that contain an NH in an aromatic ring:
SMILES	BRCA1 expr up	Rab9 prom act	RORg inh	p53 reactivator	Menin MLL FP TR	PKM2 activator	Giardia kill	FLuc counter	Gal4-VP16 FLuc	ELG1 genotox	NPC1 promoter act
Cc1[nH]n(C(N)=S)c(=O)c1N=Nc1cc(-c2ccc(Br)cc2)[nH]n1	60%	?	1.6µM*	10%	?	1%	-4	1.7µM*	-9%	8%	22%
O=C(CSc1nc(O)c(-c2ccccc2)c(=O)[nH]1)N1CCOCC1	4%	-3%	-12%	8%	-2%	-3%	-3	-4%	-3%	-4%	-1%
CCc1c(C(=O)O)[nH]c2ccc(Br)cc12	-6%	-1%	3%	-4%	.	-2%	2	-1%	-11%	2%	1%
O=C(C(=O)N1CC=C(c2ccccc2)CC1)c1c[nH]c2ccccc12	-18%	-5%	13%	9%	20%	-1%	5	2%	-2%	-4%	0%

Next compounds:
SMILES	BRCA1 expr up	Rab9 prom act	RORg inh	p53 reactivator	Menin MLL FP TR	PKM2 activator	Giardia kill	FLuc counter	Gal4-VP16 FLuc	ELG1 genotox	NPC1 promoter act
CC1CCCCC1NC(=O)COC(=O)c1ccc2ccccc2n1 (configuration not stated)	-17%	0%	16%	1%	-6%	1%	13	-2%	-6%	-17%	3%
COc1ccc(C2=NS(=O)(=O)N(C)C(C(=O)Nc3ccc(F)cc3F)=C2)cc1	-23%	1%	12%	.	17%	-3%	-4	-10%	-4%	9%	-2%
CCOC(=O)C1C(=O)C=C(c2ccc(C)cc2)CC1c1cccc([N+](=O)[O-])c1 (configuration not stated)	-37%	0%	26%	-16%	0%	-2%	-7	11µM*	-9%	-6%	-4%
Cc1cccn2c(N)c(-c3ccccc3)nc12	?	3.5µM*	-1%	?	-11%	-10%	-13	11µM*	13%	?	?
Cc1ccccc1NC(=O)COC(=O)c1cccc(S(=O)(=O)N2CCCCC2)c1	-21%	1%	.	-7%	.	.	22	-1%	.	-1%	0%
O=C(COc1cc(Cl)c(Cl)cc1Cl)NC(=O)Nc1ccc2c(c1)OCCO2	?	?	36%[10 µM]	?	2%	2%	-12	21µM*	12%	?	?
CN(c1ccccc1)S(=O)(=O)c1cccc(C(=O)Nc2nn[nH]n2)c1	19%	-1%	-25%	1%	.	-9%	-5	3%	4%	1%	0%
O=S(=O)(Nc1ccc(-c2nc3cccnc3s2)cc1)c1cccs1	51%	27%	-8%	?	22µM*	-7%	-15	-15%	12%	?	28%
CCCc1nc2ccccc2c(=O)n1-c1ccc(C(=O)OCC)cc1	-24%	-3%	0%	0%	?	2%	6	-1%	5%	-11%	-4%
CCC(=O)NNc1cccc(Cl)n1	0%	-2%	-9%	2%	6%	3%	4	7%	-21%	-3%	1%
CCOC(=O)C(NC(=O)c1ccc(OC)cc1)(Nc1cc(C)on1)C(F)(F)F (configuration not stated)	-12%	-5%	-6%	-3%	-7%	-1%	35[activator]	1%	1%	1%	25%
COc1ccccc1CN(C)C(=O)c1cc(C)nc2ccccc12	-16%	-7%	?	4%	-14%	.	44[activator]	-10%	-18%	-15%	?
CCCCSc1nnc(NC(=O)CCc2ccccc2)s1	-13%	0%	40%	2%	16%	4%	3	-1%	9%	-2%	0%
CCCCNc1cc(=O)n(C)c(=O)[nH]1	3%	-2%	2%	-2%	0%	-4%	10	-2%	-7%	-1%	-1%
CCN1CCN(c2nc(Nc3ccc(OC)cc3)nc(N)c2[N+](=O)[O-])CC1	-6%	-1%	6%	-2%	.	0%	0	6%	8%	3%	-6%
O=C(CCSc1ccc(Br)cc1)c1ccc(O)cc1	-55%	-1%	-20%	?	-4%	.	0	?	-7%	-5%	-4%

Only part of the results is shown; count on the stated rates, not on these rows.
